Screens from PubChem.
BAP1 inh – human BAP1 deubiquitinase inhibition | AID 436 | actives 0.48% (n = 72,000) | Q92560 | activity remaining (% of control), % at 20 µM | recombinant BAP1, Ub-AMC hydrolysis fluorescence kinetic; hits give low values;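 active = activity remaining at or below 50% of control, provided the compound also passes the data quality filters; inactive = the rest, including low values that fail the filters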;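 also: 100% = DMSO wells rate and 0% = substrate alone blank rate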
Target sequence (Q92560 whole entry, looked up): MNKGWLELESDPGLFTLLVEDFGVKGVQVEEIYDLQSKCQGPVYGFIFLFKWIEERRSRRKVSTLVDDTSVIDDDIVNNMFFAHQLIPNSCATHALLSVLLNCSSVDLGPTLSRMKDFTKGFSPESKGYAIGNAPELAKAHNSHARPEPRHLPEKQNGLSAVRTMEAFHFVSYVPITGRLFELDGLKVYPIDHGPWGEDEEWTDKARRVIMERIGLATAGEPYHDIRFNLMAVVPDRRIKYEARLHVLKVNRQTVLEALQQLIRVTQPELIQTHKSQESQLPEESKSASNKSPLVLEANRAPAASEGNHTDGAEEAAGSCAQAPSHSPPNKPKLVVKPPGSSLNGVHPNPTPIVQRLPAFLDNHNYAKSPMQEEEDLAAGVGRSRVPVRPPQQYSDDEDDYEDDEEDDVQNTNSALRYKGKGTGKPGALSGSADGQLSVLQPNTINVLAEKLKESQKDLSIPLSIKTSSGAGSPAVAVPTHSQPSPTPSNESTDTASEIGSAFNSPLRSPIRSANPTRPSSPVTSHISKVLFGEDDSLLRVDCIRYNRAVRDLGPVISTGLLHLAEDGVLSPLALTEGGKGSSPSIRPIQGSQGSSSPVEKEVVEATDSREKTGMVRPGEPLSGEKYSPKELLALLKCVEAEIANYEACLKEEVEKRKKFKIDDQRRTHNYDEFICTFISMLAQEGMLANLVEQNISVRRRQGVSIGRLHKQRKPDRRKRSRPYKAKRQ
HePTP inh – inhibitors of human HePTP phosphatase | recombinant HePTP phosphatase activity, OD absorbance | inhibition, % at 20 µM | actives 0.64% (n = 110,000); in the data active = inhibition above about 50%;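 also: plate controls were vehicle for no effect and reference inhibitor for full effect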
Target sequence (P35236 whole entry, looked up): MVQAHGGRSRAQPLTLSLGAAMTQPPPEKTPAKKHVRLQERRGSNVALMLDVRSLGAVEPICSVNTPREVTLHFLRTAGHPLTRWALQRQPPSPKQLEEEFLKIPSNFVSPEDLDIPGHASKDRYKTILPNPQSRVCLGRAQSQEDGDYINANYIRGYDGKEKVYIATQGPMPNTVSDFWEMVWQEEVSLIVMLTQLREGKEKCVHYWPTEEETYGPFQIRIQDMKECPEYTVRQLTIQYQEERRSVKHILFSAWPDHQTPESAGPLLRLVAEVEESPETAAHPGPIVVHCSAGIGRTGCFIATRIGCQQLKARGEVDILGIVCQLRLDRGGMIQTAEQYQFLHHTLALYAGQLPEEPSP
The depositor's hits bear a star; . = not tested or not shown; & = joins results of further samples.

SMILES	BAP1 inh	HePTP inh
COc1ccc(C2Nc3ccccc3C(=O)N2c2ccc(Cl)cc2)cc1COc1ccccn1 (stereo not drawn)	156	.
CCn1c(=O)c(C(=O)Nn2c(C)nc3ccccc3c2=O)c(O)c2ccccc21	93	3
Cc1cc2c(cc1Cl)N1CCS(=O)(=O)N=C1S2	125	.
CC(=O)c1ccc(OCC(O)COc2ccc(C(C)=O)cc2)cc1	97	2
Cc1ccc2[nH]c(=O)c(CN(CC3CCCO3)S(=O)(=O)c3c(C)ccc4nsnc34)cc2c1 (stereo not drawn)	88	3
COc1cc(/C=N/NC(=O)c2ccncc2)cc(OC)c1O	.	6
COc1ccc(CNC(=O)CN(Cc2ccccc2)S(=O)(=O)c2ccccc2)cc1	.	8
COc1cc(C2CC(=O)c3cnc(N4CCN(Cc5ccccc5)CC4)nc3C2)cc(OC)c1OC (stereo not drawn)	101	7
CN(C)c1ccc(C2C=Cc3ccccc3N2C(=O)c2ccccc2)cc1 (stereo not drawn)	.	2
Cc1cccc(OCCNc2cc(N3CCCC3)ccc2[N+](=O)[O-])c1	.	-10
COc1ccc(C=C2C=C(C(C)(C)C)C(=O)C(C(C)(C)C)=C2)cc1OC	.	-14
COc1ccc(-c2cn3c(C)c(C(=O)Nc4ccncc4)sc3n2)cc1	72	1
O=C(NCc1ccc2c(c1)OCO2)c1ccc(NS(=O)(=O)c2ccc3c(c2)OCCO3)cc1	72	12
COc1ccc(CC(=O)Nc2c3c(nn2C(C)(C)C)CS(=O)C3)cc1 (stereo not drawn)	97	-9
COC(=O)c1ccccc1N/C=C/C(=O)c1ccc(Br)cc1	.	-1
O=C(Nc1cccnc1)c1sc2cc(F)ccc2c1Cl	67	-9
N=c1sc(Cc2cccc(Cl)c2)cn1CC(=O)c1ccc(F)cc1	.	5
CCOC(=O)c1c(-c2ccc(C3CCCCC3)cc2)csc1N	.	1
CCC(C)NC(=O)C1CCN(C(=O)c2ccccc2)CC1 (stereo not drawn)	91	9
O=C(CCSCc1ccccc1F)N1CCN(c2ccccn2)CC1	99	9
CC1CCCN(C(=O)COC(=O)c2n[nH]c3ccccc23)C1 (stereo not drawn)	115	-3
CC1CCCN(c2nc3ccsc3c(=O)s2)C1 (stereo not drawn)	51	-6
COc1ccc(Cl)cc1C(=O)Nc1ccc(C)c(Cl)c1	.	4
Cc1csc(NC(=O)c2nc3nccc(C)n3n2)n1	120	5
COc1ccccc1-c1cc(C(=O)O)c2ccccc2n1	.	1
SMILES	BAP1 inh	HePTP inh
COc1cc(OC)cc(C(=O)Nc2ccc(S(=O)(=O)N(C)C)cc2)c1	107	.
COc1ncnc(OC)c1NC(=O)c1ccc(F)cc1	118	2
Cn1c(=O)c2cc(S(=O)(=O)N3CCN(c4cccc(C(F)(F)F)c4)CC3)ccc2n(C)c1=O	57	0
COc1ccccc1NC(=O)N(c1c(N)n(Cc2ccccc2)c(=O)[nH]c1=O)C1CCCC1	128	12
CCOC(=O)c1ccccc1NC(=O)c1ccccc1SC	113	5
COC(=O)C1=C(C)NC(=O)CC1c1ccc(Cl)c([N+](=O)[O-])c1 (stereo not drawn)	181	.
Cc1cc(N2CCOCC2)c2c(N)ccc(C)c2n1	.	3
NC(=O)c1ccsc1NC(=O)c1ccco1	86	1
Cc1nnc(C)n1/N=C\c1cccc2ccccc12	.	7
Cc1ccc(/C=C2\SC(=S)N(CCC(=O)NNC(=O)c3ccccc3O)C2=O)cc1	.	-2
COCCCNC(=O)c1ccc(CS(=O)(=O)Cc2cccc(C)c2)o1	106	3
N#CC1=C(N)NC(SCc2ccc(Cl)cc2)=C(C#N)C12CCCCC2	64	6
CC(=O)NC1CC2CCCC(C1)N2CC(=O)N1CCCc2ccccc21 (stereo not drawn)	99	6
Cc1ccc(S(=O)(=O)N2CCCC2)cc1S(=O)(=O)N1CCCC1	92	3
O=C1c2[nH]nc(-c3ccccc3)c2C(c2cccc(F)c2)N1c1ccccc1 (stereo not drawn)	.	-5
C=CCOC(=O)C1CC=CCC1C(=O)Nc1nc2ccc(OCC)cc2s1 (stereo not drawn)	.	-12
COc1cc(OC)cc(C(=O)Nc2cccc(S(N)(=O)=O)c2)c1	.	3
Cc1ccc2nc(NCc3ccccc3)c(C=Nc3ccccc3)c(=O)n2c1	65	.
CC(=O)Nc1nc2ccccc2n1Cc1ccc(C)cc1	.	-13
COC(=O)C1=C(C)N=c2s/c(=C/c3ccc(F)cc3)c(=O)n2C1c1ccc(OC)cc1 (stereo not drawn)	.	-7
CSc1ccccc1N1C(=O)C=CC1=O	.	-15
Cc1nc(N2CCOCC2)c(C#N)c2c1COC(C)(C)C2	62	-8
Brc1cccc(-c2nnc(-c3ccccc3)o2)c1	123	4&-7
CCn1c(C)nc2cc(S(=O)(=O)N3CCCCC3)ccc21	154	15
CCOc1cc(C2Nc3cc(C)c(C)cc3NC3=C2C(=O)CC(C)(C)C3)cc([N+](=O)[O-])c1O (stereo not drawn)	83	6

Next section; it opens with the two that closed the last part.
SMILES	BAP1 inh	HePTP inh
CCn1c(C)nc2cc(S(=O)(=O)N3CCCCC3)ccc21	154	15
CCOc1cc(C2Nc3cc(C)c(C)cc3NC3=C2C(=O)CC(C)(C)C3)cc([N+](=O)[O-])c1O (stereo not drawn)	83	6
Nc1ccc(-n2nnnc2-c2ccco2)cc1	108	6
C=CCNC(=O)c1ccccc1NS(=O)(=O)c1ccc(SC)cc1	53	4
Cc1cc(NC(=O)COC(=O)CSCc2ccc(Cl)c(Cl)c2)no1	69	10
CCOc1cccc2cc(C(N)=O)c(=Nc3ccc(C(C)=O)cc3)oc12	192	.
CC(c1ccc(Br)cc1)N1CC23C=CC(O2)C(C(=O)O)C3C1=O (stereo not drawn)	102	7
O=C1CSC(=S)N1Cc1ccc(Cl)c(Cl)c1	.	5
CC(C)COCC(CN(Cc1ccccc1)c1ccccc1)N1CCCC1 (stereo not drawn)	93	.
CN1CCN(S(=O)(=O)c2ccc(N(C)Cc3cccs3)nc2)CC1	112	7
CC1(C)CC(=O)C=C(NNC(=O)CCc2ccccc2)C1	.	6
Cc1[nH]c2ccccc2c1CC(=O)O	94	7
Cc1ccc2cc(C(c3nnnn3C3CCCC3)N3CCOCC3)c(=O)[nH]c2c1C (stereo not drawn)	.	-11
COc1ccccc1N1CCN(CCCC(=O)c2ccc(F)cc2)CC1	94	7
CCOC(=O)c1snc2c(=O)[nH]cnc12	56	9
CCN(CC)S(=O)(=O)c1cccc(C(=O)NCCCN2CCOCC2)c1	93	5
Cc1cccc(-c2cc(NC(=O)COc3ccc(Cl)cc3Cl)n[nH]2)c1	.	0
COC(=O)c1ccc(CSc2ccc3nnc(-c4cccc(F)c4)n3n2)o1	93	-16
CCC(NC(=O)Nc1cc(OC)c(OC)c(OC)c1)(C(F)(F)F)C(F)(F)F	119	9
CC(NC(=O)c1ccc(CS(=O)(=O)Cc2ccccc2F)o1)c1ccc2c(c1)OCCO2 (stereo not drawn)	93	6
CN(C)c1ccc(/C=N/NC(=O)c2ccccc2O)cc1[N+](=O)[O-]	.	10
O=C(O)c1cc(C(=O)O)cc(N2C(=O)c3cccc4c([N+](=O)[O-])ccc(c34)C2=O)c1	.	-10
COC(=O)C1=C(C(=O)OC)SC(=C2C(=S)C(C)(C)N(C(=O)c3cccc(C)c3)c3ccc(OC)cc32)S1	.	3
O=C(CCc1ccccc1)NCc1ccccc1	63	.
O=C(NCc1ccccc1)N[C@@H](Cc1c[nH]c2ccccc12)C(=O)O	98	5
CCCCCCCc1nc2ccccc2[nH]1	.	-16
O=C1C2C3C=CC(C3)C2C(=O)N1c1ccc2c(c1)OCO2 (stereo not drawn)	96	12
SMILES	BAP1 inh	HePTP inh
CCOCCn1c(CN(Cc2ccccc2)Cc2ccccc2)nc2c1c(=O)[nH]c(=O)n2C	93	-5
O=C(COc1ccc(Cl)cc1Br)NCc1ccccn1	.	-5
CSc1nnc2c(n1)OC(c1cccc(C)n1)Nc1ccccc1-2 (stereo not drawn)	.	9
Cc1nc2ccccc2n1CC(O)Cn1c(C(F)(F)F)nc2ccccc21 (stereo not drawn)	95	9
CCCC(CCC(=O)Nc1ccc(C(=O)OC)cc1)C(=O)O (stereo not drawn)	108	1
CS(=O)(=O)N(Cc1ccc(Cl)cc1)c1ccc(C(=O)N2CCCC2)cc1	.	10
CCC(=O)c1ccccc1OCCCN1C(=O)NC(C)(C)C1=O	97	5
O=C(CSc1nnc(-c2cccs2)n1-c1ccccc1)NCc1ccco1	62	1
Cc1ccccc1CN1CCN(CC(=O)NCc2ccco2)C1=O	90	7
CCOc1ccc(N(CC(=O)Nc2ccc(Cl)cc2)S(C)(=O)=O)cc1	.	-11
Cc1ncc(CSc2nnnn2-c2ccccc2)c(N)n1	162	5
Cc1cc(NCCCN2CCOCC2)n2nc(C)c(-c3ccccc3)c2n1	64	12
COC(=O)c1ccccc1NC(=O)NCC1CCCO1 (stereo not drawn)	.	-2
O=C(c1ccccc1)N1CCCCC(S(=O)(=O)c2ccccc2)C1=O (stereo not drawn)	125	-1
COC(=O)c1cc2ccsc2n1CC(=O)Nc1cc(Cl)ccc1OC	87	0
CCCCN(C)CCNC(=O)Cn1ncc2c(=O)oc3ccc(C)cc3c21	95	6
CCC(=O)n1nc(-c2ccco2)nc1N	113	10
O=C(Nc1cccc(F)c1)C1CC(=O)N(c2ccc(Br)cc2)C1 (stereo not drawn)	98	5&-1
COc1ccc(CC(=O)Nc2sc3c(c2C(=O)Nc2ccccc2OC)CCC3)cc1	.	-1
Cn1c2ccccc2c2c(C(=O)N3CCN(c4ccccc4)CC3)cn(C3CCCC3)c(=O)c21	57	-5
COc1cc2c(cc1NS(=O)(=O)c1ccccc1)oc1ccccc12	.	-5
Cc1ccc(C(=O)Nc2ccc(Cc3ccncc3)cc2)cc1C	.	-4
CCO/C=C/C(O)(CNC(=O)COc1ccccc1F)C(F)(F)F (stereo not drawn)	108	3
CCOc1ccccc1CNC(=O)C1CCN(c2nc3ccccc3o2)CC1	95	-2
O=C(c1n[nH]c(=O)c2ccccc12)N1CCN(c2ccccc2)CC1	109	-3

6 records drawn at random from the list so far:
SMILES	BAP1 inh	HePTP inh
COc1ccccc1N1CCN(CCCC(=O)c2ccc(F)cc2)CC1	94	7
CS(=O)(=O)N(Cc1ccc(Cl)cc1)c1ccc(C(=O)N2CCCC2)cc1	.	10
COc1ccc(Cl)cc1C(=O)Nc1ccc(C)c(Cl)c1	.	4
COc1cc(/C=N/NC(=O)c2ccncc2)cc(OC)c1O	.	6
COC(=O)c1ccccc1NC(=O)NCC1CCCO1 (stereo not drawn)	.	-2
O=C(Nc1cccc(F)c1)C1CC(=O)N(c2ccc(Br)cc2)C1 (stereo not drawn)	98	5&-1

The listing continues:
SMILES	BAP1 inh	HePTP inh
COc1ccc(CCNC(=O)C2CC2c2ccccc2)cc1OC (stereo not drawn)	.	-19
O=C(CSCc1ccco1)c1cccs1	99	11
CN1CCN(CCCC(=O)c2ccc(F)cc2)CC1	104	4&-8
COc1cccc(Nc2ncc(C(=O)O)c3ccccc23)c1	93	10
COc1ccc(N2C(=O)NC(=O)/C(=C/c3cccn3-c3cccc([N+](=O)[O-])c3)C2=O)cc1	.	12
COCCCNCCCCOc1c(C)cc(C)cc1C	.	5
CCc1ccccc1N(CC(=O)Nc1ccccc1Br)S(C)(=O)=O	.	-7
CCOCCCNS(=O)(=O)c1ccc2c(c1)CCN2C(C)=O	86	-4
Cc1ccc(C(=O)/C(=C/c2ccc(-c3cccc([N+](=O)[O-])c3)o2)c2nc3ccccc3o2)cc1	.	5
Cc1cccc(-n2ncc3c(N(C)C4CCCCC4)ncnc32)c1	82	9
CCOC(=O)c1ccc(N=C2SC(C(=O)Nc3ccccc3Cl)CC(=O)N2C)cc1 (stereo not drawn)	50	.
Cc1cc(C)c(S(=O)(=O)NCCCN2CCOCC2)cc1Br	87	7
CCCc1cc2c(-c3ccccc3)cc(=O)oc2cc1OCC(=O)O	.	-11
O=C(CSc1nnc(Nc2ccccc2F)s1)NCc1ccco1	.	21
CC(=O)NC(n1c(SCc2ccccc2)nc2ccccc21)C(Cl)(Cl)Cl (stereo not drawn)	.	1
CCc1ccc(CCC(=O)Nc2sc3c(c2C#N)CCCC3)o1	.	-4
Cc1cc(C(=O)N2CC(C)CC(C)C2)n(-c2ccccc2)n1 (stereo not drawn)	85	-6
COc1cc(C(=O)Nc2cccc(-c3nc4cc(C)ccc4o3)c2C)cc(OC)c1OC	88&56	6
O=C1C=C(NCCN2CCOCC2)CC(c2ccccc2)C1 (stereo not drawn)	87&56	8
CC(C)N=C(NC#N)SCC(=O)NC(C)(C)C	99	-1
COc1cccc(C(=O)N2CCN(Cc3ccccc3C(F)(F)F)CC2)c1	96	11
CCOc1ccc(C(=O)Nc2cc(-c3nc4ccccc4[nH]3)ccc2C)cc1Cl	51	.
O=C(NC12CCC3CC(CC(C3)C1)C2)c1ccc(Br)cc1	.	8
CCOC(=O)C1=C(CC)NC2=C(C(=O)CCC2)C1c1ccc(N(CC)CC)cc1 (stereo not drawn)	134	.
Cc1cccc(C)c1NC(=O)CSc1nnc(-c2ccncc2)n1Cc1ccco1	111	-8
O=C(c1cc2c(s1)CCCC2)n1cccn1	94	-2
CC1C(=O)CCC1(C(=O)O)c1ccccc1 (stereo not drawn)	99	-1

A different layout for part of the listing above.
smiles,BAP1 inh,HePTP inh
COc1ccc(CCNC(=O)C2CC2c2ccccc2)cc1OC (stereo not drawn),.,-19
O=C(CSCc1ccco1)c1cccs1,99,11
CN1CCN(CCCC(=O)c2ccc(F)cc2)CC1,104,4&-8
COc1cccc(Nc2ncc(C(=O)O)c3ccccc23)c1,93,10
COc1ccc(N2C(=O)NC(=O)/C(=C/c3cccn3-c3cccc([N+](=O)[O-])c3)C2=O)cc1,.,12
COCCCNCCCCOc1c(C)cc(C)cc1C,.,5
